Source: PubChem BioAssay (Southern Research Specialized Biocontainment Screening Center)
H1N1 NS1A inhibition – H1N1 influenza NS1A inhibitors, functional cell based assay (AID 504329). inhibition, % at 12.5 µM; hits with a dose series show IC50 in µM. hit rate 0.3% among 340,000. NS1A functional cell-based assay, percent inhibition; higher % means a stronger effect; in the data active = a potency from the dose series; inconclusive = inhibition above about 27% without an active follow-up result; also: strong numbers were not always called active
Salmonella PhoP GFP – Inhibition of PhoP regulon, Salmonella typhi GFP reporter cells, confirmation, 4 h (AID 1850); one-dose inhibition, % at 50 µM; IC50 in µM for titrated hits; hit rate 0.33% among 310,000; Salmonella Typhi PhoP-promoter GFP reporter, fluorescence, 4 h; higher % means a stronger effect; in the data active = a potency from the dose series; inconclusive = inhibition mostly from about 25% at the one dose, without a potency; inactive = the rest, 99 in 100 with inhibition below about 19%;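 also: 0% = induced wells with vehicle and 100% = uninduced wells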
tuberculosis growth – growth inhibition of non-replicating M. tuberculosis (AID 488890) | Mycobacterium tuberculosis non-replicating, growth inhibition; higher % means a stronger effect | one-dose inhibition, % at 25 µM; IC50 in µM for titrated hits | hit rate 0.39% among 320,000; in the data active = a potency from the dose series; inconclusive = inhibition mostly from about 82% at the one dose, without a potency; inactive = the rest, 99 in 100 with inhibition below about 76%;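 also: plate controls were DMSO cells for no effect and high antibiotic wells for full effect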
H37Rv inhibition – M. tuberculosis growth inhibition, HTS (AID 449762); M. tuberculosis H37Rv growth inhibition, 7H9 media; higher % means a stronger effect; inhibition, % at 25 µM; hits with a dose series show IC50 in µM; hit rate 0.59% among 330,000; in the data active = a potency from the dose series; inconclusive = inhibition above about 70% without an active follow-up result;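 also: bacterial growth assessed after seven days of incubation; strong numbers were not always called active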
inhibitors of VEEV – inhibitors of VEEV TC-83 cytopathic effect, confirmation, Vero cells (AID 588727); Vero cells, VEEV TC-83 cytopathic effect inhibition; higher % means a stronger effect; hit rate 0.13% among 350,000; inhibition, % at 20 µM, or IC50 in µM where a hit was titrated; in the data active = a potency from the dose series; inconclusive = inhibition mostly from about 14% at the one dose, without a potency; inactive = the rest, 99 in 100 with inhibition below about 12%; also: strong numbers were not always called active
inhibitors of VEEV 10K pilot screen – recorded beside inhibitors of VEEV, whose call it bears; inhibition, %; measured here: 10K pilot screen inhibition
* = called active by the depositor. This is a random part of the collection, and some 1.6% of all compounds hit somewhere here.

How did CCOC(=O)C1CCN(C(=O)CCNC(=O)c2ccccc2OC)CC1 do in these assays?
H1N1 NS1A inhibition: -1%; Salmonella PhoP GFP: -2%; tuberculosis growth: -7%; H37Rv inhibition: -11%; inhibitors of VEEV: 2.3%

How did CC(C)Cc1cc(C(=O)Nc2cc(C(F)(F)F)ccc2Cl)no1 do in these assays?
H1N1 NS1A inhibition: -11%; Salmonella PhoP GFP: 4%; tuberculosis growth: inconclusive; H37Rv inhibition: inconclusive; inhibitors of VEEV: 3.2%

Results for CCCNc1nc(N2CCCC2)nc(N2CCCC2)n1 ?
H1N1 NS1A inhibition: 2%; Salmonella PhoP GFP: 2%; tuberculosis growth: 68%; H37Rv inhibition: 9%; inhibitors of VEEV: 3.6%

Results for O=C(Cn1nc(-c2ccccc2)c2ccccc2c1=O)NCCN1CCOCC1 ?
H1N1 NS1A inhibition: 4%; Salmonella PhoP GFP: -3%; tuberculosis growth: 3%; H37Rv inhibition: -3%; inhibitors of VEEV: 3.1%; inhibitors of VEEV 10K pilot screen: 0.6

How did CC(/C=C1\SC(=O)N(CC(=O)Nc2ccc(O)cc2)C1=O)=C\c1ccccc1 do in these assays?
H1N1 NS1A inhibition: 2%; Salmonella PhoP GFP: -6%; tuberculosis growth: -7%; H37Rv inhibition: 4%; inhibitors of VEEV: 4.3%

What do the screens show for `CCn1c(SCC(=O)Nc2ccc(OC)cc2OC)nc2nc3c(cc2c1=O)COC(C)(C)C3`?
H1N1 NS1A inhibition: -13%; Salmonella PhoP GFP: 5%; tuberculosis growth: 21%; H37Rv inhibition: 3%; inhibitors of VEEV: 8.6%

Results for CCC12CCCN3CCC4(C(=C(C(=O)OC)C1)Nc1ccccc14)C32 (stereo unspecified) ?
H1N1 NS1A inhibition: -17%; inhibitors of VEEV: inactive

How did COc1ccc(C(=O)COC(=O)c2ccccc2NS(=O)(=O)c2ccc(O)c([N+](=O)[O-])c2)cc1 do in these assays?
H1N1 NS1A inhibition: 12%; Salmonella PhoP GFP: 1%; tuberculosis growth: 47%; H37Rv inhibition: 0%; inhibitors of VEEV: 0.5%

Results for COc1ccc(NC(=O)c2ccc(NCC3CCCO3)c([N+](=O)[O-])c2)cc1 (stereo unspecified) ?
H1N1 NS1A inhibition: 6%; Salmonella PhoP GFP: -9%; tuberculosis growth: 16%; H37Rv inhibition: 3%; inhibitors of VEEV: 3.0%

What do the screens show for `O=C(Cc1cn2ccsc2n1)Nc1ccccc1Oc1ccccc1`?
H1N1 NS1A inhibition: -17%; Salmonella PhoP GFP: -2%; tuberculosis growth: 2%; H37Rv inhibition: -4%; inhibitors of VEEV: 0.0%

What do the screens show for `CCCCNc1c(-c2ccc(SC3CCCCC3)cc2)nc2ccccn12`?
H1N1 NS1A inhibition: -11%; Salmonella PhoP GFP: 1%; tuberculosis growth: 53%; H37Rv inhibition: inconclusive; inhibitors of VEEV: 0.9%

Results for O=C1NCC(c2ccccc2)C1C(=O)N/N=C\c1ccc(-c2cccc(Cl)c2Cl)o1 (stereo unspecified) ?
H1N1 NS1A inhibition: -13%; Salmonella PhoP GFP: 5%; tuberculosis growth: 45%; H37Rv inhibition: 25%; inhibitors of VEEV: 5.5%

How did CC1=C(C/C=C(\C)CCC[C@H](C)CCC[C@H](C)CCCC(C)C)C(=O)c2ccccc2C1=O do in these assays?
Salmonella PhoP GFP: 1%; tuberculosis growth: 8%; H37Rv inhibition: -2%

What do the screens show for `Cc1cc(C)n2nc(CC(=O)NNC(=O)c3ccc(N(C)C)cc3)nc2n1`?
H1N1 NS1A inhibition: 9%; Salmonella PhoP GFP: -18%; tuberculosis growth: 14%; H37Rv inhibition: -6%; inhibitors of VEEV: 1.8%

Results for CCOC(=O)c1[nH]c(C)c(C(=O)NC2CCCCC2)c1C ?
H1N1 NS1A inhibition: -4%; Salmonella PhoP GFP: -5%; tuberculosis growth: -7%; H37Rv inhibition: -1%; inhibitors of VEEV: 1.6%

How did CC(=O)Nc1cccc(C(=O)OCC(=O)NCc2cc(C)c(O)c(C)c2)c1 do in these assays?
H1N1 NS1A inhibition: -17%; Salmonella PhoP GFP: 6%; tuberculosis growth: 5%; H37Rv inhibition: -2%; inhibitors of VEEV: 2.8%

What do the screens show for `Cc1ccc2c(c1)N(CC(=O)NCCCN1CCOCC1)C(=O)C(C(C)C)O2` (stereo unspecified)?
H1N1 NS1A inhibition: -8%; Salmonella PhoP GFP: 7%; tuberculosis growth: -8%; H37Rv inhibition: 5%; inhibitors of VEEV: 2.0%

How did CCc1cc(C(=O)c2ccc(OC)cc2)c(NC(=O)CC(C)(C)CC(=O)O)s1 do in these assays?
H1N1 NS1A inhibition: 1%; Salmonella PhoP GFP: 4%; tuberculosis growth: 29%; H37Rv inhibition: 6%; inhibitors of VEEV: 7.8%

What do the screens show for `COc1ccc(C(CNC(=O)C(=O)NC2CCCCC2)N2CCN(C)CC2)cc1` (stereo unspecified)?
H1N1 NS1A inhibition: -2%; Salmonella PhoP GFP: 4%; tuberculosis growth: -4%; H37Rv inhibition: -13%; inhibitors of VEEV: 0.1%

How did Cc1ccccc1NS(=O)(=O)c1cccc2nsnc12 do in these assays?
H1N1 NS1A inhibition: 0%; Salmonella PhoP GFP: 9%; tuberculosis growth: -15%; H37Rv inhibition: 4%; inhibitors of VEEV: 0.9%

Nothing new here: two of the compounds above.
What do the screens show for `CCCCNc1c(-c2ccc(SC3CCCCC3)cc2)nc2ccccn12`?
H1N1 NS1A inhibition: -11%; Salmonella PhoP GFP: 1%; tuberculosis growth: 53%; H37Rv inhibition: inconclusive; inhibitors of VEEV: 0.9%

Results for O=C1NCC(c2ccccc2)C1C(=O)N/N=C\c1ccc(-c2cccc(Cl)c2Cl)o1 (stereo unspecified) ?
H1N1 NS1A inhibition: -13%; Salmonella PhoP GFP: 5%; tuberculosis growth: 45%; H37Rv inhibition: 25%; inhibitors of VEEV: 5.5%

(further entries)
What do the screens show for `CCOC(=O)C1CN(S(=O)(=O)c2cccc(C(F)(F)F)c2)c2cc(CC(=O)OC)ccc2O1` (stereo unspecified)?
H1N1 NS1A inhibition: 9%; Salmonella PhoP GFP: -6%; tuberculosis growth: 3%; H37Rv inhibition: -3%; inhibitors of VEEV: 5.1%; inhibitors of VEEV 10K pilot screen: 1.8

How did Cc1ccc(S(=O)(=O)NNC(=S)Nc2c(Cl)cccc2Cl)cc1 do in these assays?
H1N1 NS1A inhibition: -1%; Salmonella PhoP GFP: 5%; tuberculosis growth: 9%; H37Rv inhibition: 1%; inhibitors of VEEV: 3.4%

How did CC1=C/C(=C(/c2ccc(O)c(C)c2)c2ccccc2S(=O)(=O)O)C=CC1=O do in these assays?
H1N1 NS1A inhibition: 13%; tuberculosis growth: -14%; H37Rv inhibition: -2%; inhibitors of VEEV: 0.6%

Results for Cc1ccc(C(=O)C(OC(=O)c2cnccn2)c2ccccc2)cc1C (stereo unspecified) ?
H1N1 NS1A inhibition: -4%; Salmonella PhoP GFP: -2%; tuberculosis growth: 25%; H37Rv inhibition: -6%; inhibitors of VEEV: 0.2%

How did COc1ccc(-n2cc(C(=O)c3cc4ccccc4oc3=O)c(C(C)=O)n2)cc1 do in these assays?
H1N1 NS1A inhibition: 4%; Salmonella PhoP GFP: -5%; H37Rv inhibition: -21%; inhibitors of VEEV: 2.0%

Results for O=C(CSc1ccc2c(c1)OCCO2)Nc1ccc2c(c1)OCO2 ?
H1N1 NS1A inhibition: 7%; Salmonella PhoP GFP: -4%; tuberculosis growth: 41%; H37Rv inhibition: 36%; inhibitors of VEEV: 1.4%

Results for Cc1ccc(OCC(=O)Oc2c(C)cccc2C)cc1 ?
H1N1 NS1A inhibition: -6%; Salmonella PhoP GFP: -6%; tuberculosis growth: inconclusive; H37Rv inhibition: 22%; inhibitors of VEEV: 0.2%

How did O=C(CN(C(=O)CCC(=O)Nc1ccccn1)c1ccccc1F)NCc1ccc2c(c1)OCO2 do in these assays?
H1N1 NS1A inhibition: 3%; Salmonella PhoP GFP: 4%; tuberculosis growth: -2%; H37Rv inhibition: -2%; inhibitors of VEEV: 0.1%

What do the screens show for `O=C(C1=COCCO1)N1CCN(c2nc3ccc([N+](=O)[O-])cc3s2)CC1`?
H1N1 NS1A inhibition: -8%; Salmonella PhoP GFP: 2%; tuberculosis growth: 2%; H37Rv inhibition: 2%; inhibitors of VEEV: 1.2%

How did N#Cc1nc(-c2cccc3ccccc23)oc1NCCN1CCCCC1 do in these assays?
H1N1 NS1A inhibition: -8%; Salmonella PhoP GFP: 14%; tuberculosis growth: 79%; H37Rv inhibition: 25%; inhibitors of VEEV: 13%

Results for CCOC(=O)C(CC)n1cnc2c(oc3ccccc32)c1=O (stereo unspecified) ?
H1N1 NS1A inhibition: 1%; Salmonella PhoP GFP: -3%; tuberculosis growth: 9%; H37Rv inhibition: 1%; inhibitors of VEEV: 6.9%

How did Cc1ccc(-n2c(SCC(=O)N3CCOCC3)nnc2-c2ccncc2)cc1C do in these assays?
H1N1 NS1A inhibition: 9%; Salmonella PhoP GFP: 4%; tuberculosis growth: -9%; H37Rv inhibition: 5%; inhibitors of VEEV: inactive

How did COc1ccc(OCc2cc(=O)c3ccc4c(c3o2)C=CC(C)(C)O4)cc1OC do in these assays?
H1N1 NS1A inhibition: -4%; tuberculosis growth: 29%; H37Rv inhibition: 6%; inhibitors of VEEV: 6.5%

What do the screens show for `CCn1c(SCC(=O)Nc2ccc(OC)cc2)nc2nc3c(cc2c1=O)COC(C)(C)C3`?
Salmonella PhoP GFP: -6%; tuberculosis growth: -10%; H37Rv inhibition: 13%; inhibitors of VEEV: 10%

What do the screens show for `CC1CCCCC1NC(=O)c1ccc(S(=O)(=O)NCC2CCCO2)cc1` (stereo unspecified)?
H1N1 NS1A inhibition: 2%; Salmonella PhoP GFP: 1%; tuberculosis growth: 8%; H37Rv inhibition: 0%; inhibitors of VEEV: inactive

Results for CCOC(=O)c1cc(C)n(Cc2cccc(OC)c2OC)c1C ?
H1N1 NS1A inhibition: -7%; Salmonella PhoP GFP: 6%; tuberculosis growth: 3%; H37Rv inhibition: 1%; inhibitors of VEEV: 3.6%

How did O=C(N1CCCCC1)N1CCCN(C(=O)N2CCCCC2)CC1 do in these assays?
H1N1 NS1A inhibition: 1%; Salmonella PhoP GFP: 2%; tuberculosis growth: -4%; H37Rv inhibition: -5%; inhibitors of VEEV: inactive

How did CC(=O)Nc1ccc(S(=O)(=O)Nc2nccc(/C=C/c3ccc(Cl)cc3)n2)cc1 do in these assays?
H1N1 NS1A inhibition: -2%; Salmonella PhoP GFP: 14%; tuberculosis growth: 46%; H37Rv inhibition: 10%; inhibitors of VEEV: 7.6%

How did CC(C(=O)NCCS(=O)(=O)c1ccc(Br)cc1)S(=O)(=O)c1ccc(Cl)cc1 (stereo unspecified) do in these assays?
H1N1 NS1A inhibition: 4%; Salmonella PhoP GFP: -7%; tuberculosis growth: -24%; H37Rv inhibition: 8%; inhibitors of VEEV: inactive

Results for CC1CCCN(CC(O)COc2ccc(-c3ccccc3)cc2)C1 (stereo unspecified) ?
H1N1 NS1A inhibition: 5%; Salmonella PhoP GFP: 7%; tuberculosis growth: 16%; H37Rv inhibition: 16%; inhibitors of VEEV: 1.9%

Results for CCOc1ccc2nc(NC(=O)c3cccc(-c4cc5ccccc5oc4=O)c3)sc2c1 ?
H1N1 NS1A inhibition: 1%; Salmonella PhoP GFP: -3%; tuberculosis growth: -14%; H37Rv inhibition: 18%; inhibitors of VEEV: 13%

What do the screens show for `CN1CCN(c2ccc(Cl)cc2N)CC1`?
H1N1 NS1A inhibition: -5%; Salmonella PhoP GFP: 5%; tuberculosis growth: -4%; H37Rv inhibition: 1%; inhibitors of VEEV: 0.9%

What do the screens show for `COC(=O)Cc1cc(=O)[nH]c(/N=C(\N)Nc2ccccc2C)n1`?
H1N1 NS1A inhibition: -5%; Salmonella PhoP GFP: 3%; tuberculosis growth: 6%; H37Rv inhibition: -4%; inhibitors of VEEV: 0.8%

Results for CC(C)(C)NC(=O)CN(C(=O)CS(=O)CC(=O)Nc1ccc(F)cc1)c1ccc(F)c(Cl)c1 (stereo unspecified) ?
H1N1 NS1A inhibition: 1%; Salmonella PhoP GFP: -3%; tuberculosis growth: 9%; H37Rv inhibition: -6%; inhibitors of VEEV: inactive

Results for Cc1ccc(C)c(NC(=O)c2nnn(Cc3ccccc3C)c2N)c1 ?
H1N1 NS1A inhibition: -1%; Salmonella PhoP GFP: 7%; tuberculosis growth: 31%; H37Rv inhibition: 5%; inhibitors of VEEV: inactive

What do the screens show for `COc1ccc(CCNC(=S)N2CCN(S(=O)(=O)c3cccc(F)c3)CC2)cc1`?
H1N1 NS1A inhibition: -12%; Salmonella PhoP GFP: 3%; tuberculosis growth: -24%; H37Rv inhibition: -14%; inhibitors of VEEV: 1.2%
